697 NFkB inh: inhibitors of PMA/ionomycin-induced NF-kB reporter, 697 cells, primary screen, B-cell NF-kB inhibitor project, cell-based, luminescence, uHTS. 697 B-cell NF-kB luciferase reporter, 16 h. inhibition, % at 4 µM. 330,000 compounds, 0.33% hits; in the data active means inhibition above about 35%
APJ ag: agonists of human apelin receptor APJ, primary screen, CHO-K1 cells, PathHunter beta-arrestin, luminescence. P35414. 0% DMSO wells, 100% apelin. AID 2520, 2010. activation, % at 20 µM. 330,000 compounds, 0.11% hits;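 active means activation more than six SD over the plate average, tested at 20 µM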;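 further: 0% = DMSO alone and 100% = apelin-13 at 10 nM; some results filed as inactive read as strong as hits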
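Assay system: CHO-K1 APJ beta-arrestin complementation cell line / Compound: single test compound dose, 20 µM final, 1% DMSO / Times: overnight seeding, 90 min compound at 25 °C, 1 h detection / Technique: beta-gal luminescence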
UPR CHOP act: activators of apoptotic CHOP UPR arm, primary screen, cell-based, CHO-CHOP luciferase reporter, luminescence, uHTS; UPR activation; percent of tunicamycin response over DMSO baseline; activation, % at 10 µM; 330,000 compounds, 0.34% hits;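 active means at 10 µM dose, activation of 40% or more, normalized to positive control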;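 further: 100% = tunicamycin at 10 µg/mL and 0% = DMSO alone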
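System: CHO-CHOP luciferase reporter cell line; amount: 500 cells/well; buffer or medium: F12 medium containing 10% fetal bovine serum; incubation: 6 h compound exposure at 37 °C after overnight seeding; measured by: luciferase luminescence after 10 min with Steady-Glo reagent; evaluation: % reporter activation, DMSO baseline versus tunicamycin full activation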
Jurkat NFkB inh: inhibitors of induced NF-kB luciferase reporter, primary screen, TCR NF-kB activation inhibitor project, cell-based, luminescence, uHTS. AID 435003, 2010. inhibition, % at 4 µM. Jurkat, PMA/ionomycin-induced NF-kB luciferase reporter. 330,000 compounds, 0.53% hits; in the data active means inhibition above about 50%
tim23-1 inh: growth inhibitors of tim23-1 mutant yeast, primary screen, luminescence, uHTS; inhibition, % at 20 µM; S. cerevisiae tim23-1 growth, BacTiter-Glo luminescence, 24 h; 330,000 compounds, 1.3% hits; AID 463212, 2010;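 active means growth inhibition of the mutant yeast at or above 50%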;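 further: temperature-sensitive mutant grown at 25 °C; plate controls were DMSO-treated mutant yeast for no effect and medium wells lacking yeast for full effect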
UPR XBP1 act: activators of adaptive XBP1 UPR arm, primary screen, cell-based, CHO-XBP1 luciferase reporter, luminescence, uHTS. 330,000 compounds, 0.33% hits. IRE1-XBP1 UPR activation; percent of tunicamycin response, DMSO as zero. activation, % at 20 µM. AID 463104, 2010;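 active means versus positive control, 20 µM dose yields 30% or more activation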;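 further: 100% = tunicamycin at 10 µg/mL and 0% = DMSO only wells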
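Material: CHO cell line with stable XBP1 luciferase reporter; buffer or medium: F12 medium containing 10% fetal bovine serum; compound: single point, 20 µM final compound, 1% DMSO; incubation: 6 h treatment, 37 °C; measured by: glow luminescence from Steady-Glo reagent; evaluation: activation, % of tunicamycin; control set: tunicamycin high, DMSO low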
Mdm2-MdmX inh: inhibitors of human Mdm2-MdmX association, primary screen, cell-based, luminescence, split luciferase, SaOS-2, uHTS | Protein Mdm4 (Homo sapiens) + E3 ubiquitin-protein ligase Mdm2 (Homo sapiens), … | SaOS-2 split-luciferase Mdm2/MdmX complementation | inhibition, % at 8 µM | 330,000 compounds, 3% hits | AID 485346, 2010;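 active means inhibition of at least 50% at 8 µM in the primary screen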
Target sequence (O15151 whole entry, looked up): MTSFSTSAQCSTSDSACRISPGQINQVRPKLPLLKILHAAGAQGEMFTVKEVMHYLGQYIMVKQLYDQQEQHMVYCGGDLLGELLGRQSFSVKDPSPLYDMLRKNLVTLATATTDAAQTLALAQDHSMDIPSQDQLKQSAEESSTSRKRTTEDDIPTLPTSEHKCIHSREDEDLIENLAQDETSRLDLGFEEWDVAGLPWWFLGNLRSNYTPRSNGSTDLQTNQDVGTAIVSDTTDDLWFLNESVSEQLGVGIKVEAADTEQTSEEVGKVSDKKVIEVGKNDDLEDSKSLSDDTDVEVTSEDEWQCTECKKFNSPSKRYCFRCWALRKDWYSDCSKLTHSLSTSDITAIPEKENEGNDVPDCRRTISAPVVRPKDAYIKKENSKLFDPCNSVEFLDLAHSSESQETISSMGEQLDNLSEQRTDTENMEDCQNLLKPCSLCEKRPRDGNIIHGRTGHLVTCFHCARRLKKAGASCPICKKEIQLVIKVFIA
Target sequence (Q00987 whole entry, looked up): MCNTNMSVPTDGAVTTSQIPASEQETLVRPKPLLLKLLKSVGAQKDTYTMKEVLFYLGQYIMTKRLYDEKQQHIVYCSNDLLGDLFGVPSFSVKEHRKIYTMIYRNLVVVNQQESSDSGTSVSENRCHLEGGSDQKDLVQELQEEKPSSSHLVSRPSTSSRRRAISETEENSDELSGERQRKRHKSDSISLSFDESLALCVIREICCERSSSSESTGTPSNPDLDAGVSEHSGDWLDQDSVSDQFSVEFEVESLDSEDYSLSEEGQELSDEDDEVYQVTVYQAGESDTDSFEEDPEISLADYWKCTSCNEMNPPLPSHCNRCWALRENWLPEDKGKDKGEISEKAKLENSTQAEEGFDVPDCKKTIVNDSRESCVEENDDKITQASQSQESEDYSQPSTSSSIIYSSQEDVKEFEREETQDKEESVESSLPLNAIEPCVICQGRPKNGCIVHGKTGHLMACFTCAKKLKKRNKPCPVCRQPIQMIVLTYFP
APJ antagonist: antagonists of human apelin receptor APJ, primary screen, CHO-K1 cells, beta-arrestin complementation, luminescence | P35414 | inhibition, % at 20 µM | 330,000 compounds, 0.32% hits;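 active means inhibition above about 40% at 20 µM, limit read from the data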;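 further: cells challenged with 10 nM apelin-13 agonist together with compound; plate controls were apelin-13 plus DMSO wells for no effect and DMSO wells lacking apelin-13 for full effect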
* marks the source's active call; other numbers are inactive results.

The opening 14 entries, ahead of the listing:
Molecule,697 NFkB inh,APJ ag,UPR CHOP act,Jurkat NFkB inh,tim23-1 inh,UPR XBP1 act,Mdm2-MdmX inh,APJ antagonist
CCn1c(=O)c2cc(C(=O)N(C)c3ccc(OC)cc3OC)sc2c2ccccc21,6,-6,0.3,6,33,-2,11,-3
O=S(=O)(c1cccs1)N1CCCc2ccccc21,-2,6,2.3,-3,3,-2,10,18
CCC(C)(C)n1nnnc1C(c1cccnc1)N1CCCC(C)C1 (stereo not drawn),-4,-2,2.1,5,7,4,15,-2
CC(C)(C)c1ccccc1OCCN1CCCC1,2,1,-0.7,-2,3,2,24,12
O=C(CC(=O)N/N=C\c1ccc([N+](=O)[O-])cc1)NCCc1ccccc1,7,-2,-0.4,6,13,2,-1,-10
CN(C)c1ccc(P(=O)(OC2CCCCC2)C(O)c2cccnc2)cc1 (stereo not drawn),22,-6,2.2,5,17,0,13,3
COc1cccc(C(=O)c2c(C)c(CCC#N)n3ccccc23)c1,2,-2,0.8,-16,27,0,4,7
CCn1nc(C(=O)OCC(=O)N2CC(=O)Nc3ccccc32)c2ccccc2c1=O,4,-1,-0.4,-13,-14,-3,10,25
COc1ccc(OC)c(-c2csc(NC(=O)C3=NN(c4ccccc4)C(=O)CC3)n2)c1,-14,-3,1.0,3,4,-5,30,2
Cc1ccccc1-n1c(=O)c(C#N)cc2c(=O)n3ccccc3nc21,3,-2,0.1,3,6,-3,12,-1
O=C(NNS(=O)(=O)c1cc(Cl)cc(Cl)c1)c1sccc1-n1cccc1,-25,1,2.5,1,29,-3,-15,10
O=Cc1ccc(-c2cccc(C(=O)O)c2)o1,-10,-2,1.9,-12,9,-2,2,-15
CCc1cccc(NC(=O)C2CCCN(c3ncnc4c3nc3n4CCCCC3)C2)c1 (stereo not drawn),-19,-2,-0.3,8,13,-3,26,-2
CC(C)(C)C(=O)N1CCN(c2nc3ccccc3o2)CC1,6,-1,3.0,-4,16,1,-36,0

The list itself, from the first entry:
Molecule,697 NFkB inh,APJ ag,UPR CHOP act,Jurkat NFkB inh,tim23-1 inh,UPR XBP1 act,Mdm2-MdmX inh,APJ antagonist
CCn1c(=O)c2cc(C(=O)N(C)c3ccc(OC)cc3OC)sc2c2ccccc21,6,-6,0.3,6,33,-2,11,-3
O=S(=O)(c1cccs1)N1CCCc2ccccc21,-2,6,2.3,-3,3,-2,10,18
CCC(C)(C)n1nnnc1C(c1cccnc1)N1CCCC(C)C1 (stereo not drawn),-4,-2,2.1,5,7,4,15,-2
CC(C)(C)c1ccccc1OCCN1CCCC1,2,1,-0.7,-2,3,2,24,12
O=C(CC(=O)N/N=C\c1ccc([N+](=O)[O-])cc1)NCCc1ccccc1,7,-2,-0.4,6,13,2,-1,-10
CN(C)c1ccc(P(=O)(OC2CCCCC2)C(O)c2cccnc2)cc1 (stereo not drawn),22,-6,2.2,5,17,0,13,3
COc1cccc(C(=O)c2c(C)c(CCC#N)n3ccccc23)c1,2,-2,0.8,-16,27,0,4,7
CCn1nc(C(=O)OCC(=O)N2CC(=O)Nc3ccccc32)c2ccccc2c1=O,4,-1,-0.4,-13,-14,-3,10,25
COc1ccc(OC)c(-c2csc(NC(=O)C3=NN(c4ccccc4)C(=O)CC3)n2)c1,-14,-3,1.0,3,4,-5,30,2
Cc1ccccc1-n1c(=O)c(C#N)cc2c(=O)n3ccccc3nc21,3,-2,0.1,3,6,-3,12,-1
O=C(NNS(=O)(=O)c1cc(Cl)cc(Cl)c1)c1sccc1-n1cccc1,-25,1,2.5,1,29,-3,-15,10
O=Cc1ccc(-c2cccc(C(=O)O)c2)o1,-10,-2,1.9,-12,9,-2,2,-15
CCc1cccc(NC(=O)C2CCCN(c3ncnc4c3nc3n4CCCCC3)C2)c1 (stereo not drawn),-19,-2,-0.3,8,13,-3,26,-2
CC(C)(C)C(=O)N1CCN(c2nc3ccccc3o2)CC1,6,-1,3.0,-4,16,1,-36,0
COc1ccccc1N1CCN(S(=O)(=O)c2ccc3c(c2)NC(=O)C(C)S3)CC1 (stereo not drawn),-3,-3,1.2,12,46,-4,3,3
CN(Cc1ccccc1)C(=O)COc1ccc(C(C)(C)C)cc1,-23,-3,2.7,11,25,1,-37,10
COc1ccc(C2C(C#N)=C(N)Oc3cc(O)ccc32)cc1OC (stereo not drawn),-22,-1,1.9,1,10,1,17,-2
COc1ccc(C2c3ccc4ccccc4c3Oc3ncn(CCO)c(=N)c32)cc1 (stereo not drawn),1,2,4.2,29,8,16,97*,15
COc1ccc(/C=N/N2C(=O)C3C4C=CC(C4)C3C2=O)cc1[N+](=O)[O-] (stereo not drawn),0,-1,0.7,9,-1,-1,11,3
O=C(NCCCN1CCOCC1)c1cc2nc(-c3ccco3)cc(C(F)(F)F)n2n1,8,3,0.5,2,23,0,8,0
O=C(O)C1C2CCC(C2)C1C(=O)Nc1nc2ccccc2s1 (stereo not drawn),-18,0,-0.6,-6,9,-1,11,-3
O=C(CCc1ccccc1Cl)NC1CCCN(c2ccc(C(F)(F)F)cn2)C1 (stereo not drawn),-7,-6,-0.4,-4,-1,-5,17,3
COc1ccc(CN2CCNC(=O)C2CC(=O)N(C)Cc2nccn2C)cc1OC (stereo not drawn),-8,-2,-1.0,5,4,-1,5,-17
O=C(CNS(=O)(=O)c1ccc(F)c(Cl)c1)N1CCCCCC1,9,-1,1.0,-6,16,-3,1,-2
N#Cc1c(N)nc(SCc2ccncc2)c(C#N)c1-c1cccs1,-23,6,-2.1,8,-17,2,49,3

Molecule,697 NFkB inh,APJ ag,UPR CHOP act,Jurkat NFkB inh,tim23-1 inh,UPR XBP1 act,Mdm2-MdmX inh,APJ antagonist
CN1CCCC(OC(=O)c2ccc(C(C)(C)C)cc2)C1 (stereo not drawn),8,-2,1.5,-10,1,1,11,-14
Cc1ccc(SCCN2CCN(Cc3ccccc3)CC2)cc1,-40,0,0.2,3,-6,0,25,6
Cc1ccc(NC(=O)CN2C(=O)NC(C)(CC(C)C)C2=O)cc1F (stereo not drawn),-8,-1,-0.1,2,-5,-2,7,0
O=C(N/N=C/c1ccc(F)cc1)c1cc(-c2ccccn2)nc2ccccc12,4,0,-1.4,11,-5,-1,9,15
C/C(=N/NC(=O)c1ccc2c(c1)OCO2)c1ccc(Br)s1,-64,-4,4.4,-56,-17,8,-18,-16
COc1ccc2nc(Nc3nc(C)c(CCC(C)C)c(=O)[nH]3)nc(C)c2c1,15,-1,5.5,0,13,13,4,-3
O=C(Nc1nnc(C2CC2)s1)c1cc(S(=O)(=O)N2CCCCC2)ccc1N1CCOCC1,3,-2,0.1,4,8,-2,4,-12
CCCn1c(SCC(=O)N2CCN(c3ccccc3)CC2)nc2ccccc2c1=O,7,-2,-1.7,-13,-20,0,8,2
CCCSc1nc2sc3c(c2c(=O)[nH]1)CCN(Cc1ccccc1)C3,3,-3,-1.0,1,11,-5,24,20
CC(C)(/C=N/O)/[N+]([O-])=C/c1ccco1,14,-1,0.0,-22,-1,-2,-4,-13
COc1ccc(C(CCNCc2ccc(F)cc2)c2ccc(F)cc2)cc1 (stereo not drawn),7,-3,3.6,0,32,48*,76*,0
CCOC(=O)NC(=O)/C(C#N)=C(/C)N(C)C,10,-2,0.7,-6,2,-2,-6,-6
C/C(CC(=O)NCc1ccc(Cl)cc1)=N\NC(=O)COc1ccc(C)cc1Br,10,-4,-0.7,7,20,12,35,19
COc1ccccc1NC(=O)Nc1cccc(C)n1,-6,-1,1.4,-8,12,1,22,1
O=C1NC(=Nc2cccc(Cl)c2)SC1Cc1cccc(Cl)c1Cl (stereo not drawn),18,1,-0.7,-9,8,3,18,1
COC(=O)c1sc(=S)n(-c2ccccc2)c1N,6,3,-0.3,-11,16,0,-5,19
CC1CN(c2oc(-c3ccccc3Cl)nc2C#N)CC(C)O1 (stereo not drawn),-9,-3,-1.1,-2,10,1,-3,3
CN(C)c1ccc(NC(=O)COC(=O)c2cc(Cl)ccc2[N+](=O)[O-])cc1,16,1,0.2,13,17,0,12,-38
CCCOc1ccc(C(CC(=O)O)NC(=O)C(c2ccccc2)c2ccccc2)cc1 (stereo not drawn),19,0,-1.3,-1,16,-4,-3,2
O=C(CN1C(=O)NC2(CCCC2)C1=O)NNC(=O)c1ccc(Cl)cc1,12,-2,1.2,-4,11,1,1,-28
CN1CCN(c2nc3c(c(=O)n(C)c(=O)n3C)n2CCSc2nnnn2-c2ccccc2)CC1,0,-5,-0.7,-5,3,1,18,-2
COc1cc(C2C(C(C)=O)=C(O)C(=O)N2Cc2ccccc2)ccc1O (stereo not drawn),14,-1,-1.5,-10,10,-8,-5,3
CC(C)c1nc(Cl)c(C#N)c2c1CSC(C)(C)C2,-18,0,-1.2,-9,-8,6,-6,-6
O=C(Cc1cccc(C(F)(F)F)c1)N1CCCC1,0,-2,-1.0,1,0,-1,9,4
O=C(NCc1cc(C(F)(F)F)cc(C(F)(F)F)c1)C1CC(c2c(Cl)cccc2Cl)=NO1 (stereo not drawn),-3,-4,0.3,5,3,-3,0,2

Molecule,697 NFkB inh,APJ ag,UPR CHOP act,Jurkat NFkB inh,tim23-1 inh,UPR XBP1 act,Mdm2-MdmX inh,APJ antagonist
O=C(NCCO)c1cc(-c2cc(C(=O)NCCO)c3ccccc3n2)nc2ccccc12,0,-4,-0.4,-1,-7,1,14,10
CCc1nc2ccccc2n(CCOCCOCCn2c(=O)c(CC)nc3ccccc32)c1=O,-31,-1,0.7,-11,19,-1,3,7
Cn1cccc1/C=N\NC(=O)Cc1ccc(Br)c2ccccc12,-16,-2,0.8,24,-9,0,20,-2
CC1CCN(C(=O)CN2C(=O)C(=O)N(C)C2=O)c2ccccc2S1 (stereo not drawn),22,-5,0.4,-2,-7,-1,1,8
COC(=O)c1c(C)oc2c1cc(NS(=O)(=O)c1ccc(C(=O)O)cc1)c1ccccc12,13,1,1.3,6,18,3,21,-83
COc1ccccc1NC(=O)Oc1ccc(NC(=O)c2ccco2)cc1,12,4,-0.7,-4,9,0,14,-3
O=C(CSc1ccccn1)N1CCCC(Nc2ccc(F)c(F)c2)C1 (stereo not drawn),-29,5,-1.3,-4,19,-2,6,37
CCOC(=O)c1c(NC(=O)C2CC(Cl)=CCC2C(=O)O)sc2c1CC(C)(C)OC2 (stereo not drawn),11,-3,-1.4,-11,10,-2,-26,17
COC(=O)c1ccc(N2C(=O)c3cc(N4CCOCC4)c([N+](=O)[O-])cc3C2=O)cc1,6,-3,-0.5,7,-2,-1,-25,7

From PubChem BioAssay
